Compound activity as filed in PubChem BioAssay.
MCF10A rereplic – DNA re-replication induction in MCF 10a cells; MCF 10A DNA re-replication, Hoechst nuclear intensity, 48 h; Potency, µM (series often up to 46.1 µM), for inactives: top-dose activity, positive = re-replication, most hits filed as activators; 350,000 tested, 2.9% active; AID 624296; also: potency is read from the fitted curve at half-maximal effect; % of control where 0% means no effect; nearly all actives have a fitted effect of over 50% in size
Nrf2 inh – blocks Nrf2 signaling. A549 ARE-Fluc reporter, luciferase luminescence, 18-24 h. Potency, µM (doses to about 46 µM), for the others: top-dose activity change, negative = inhibition, actives largely listed as inhibitors. 360,000 tested, 2.1% active; also: potency is read from the fitted curve at half-maximal effect; % is scaled to controls: 0 for no effect and ±100 for the full control effect; nearly all actives have a fitted effect of over 60% in size
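Cells were seeded and rested 2 h, then exposed to compounds for 18-24 h. CellTiter-Fluor was read first as a viability measure. BugLite was added 15 min before the final luminescent read of ARE-luciferase activity in A549 cells.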
IL1B secr inh – blocks inflammasome-driven IL-1 beta release. 360,000 tested, 4.7% active. AID 743279. THP-1 LPS/ATP IL-1B secretion, AlphaLISA, 16 h; hits give low values. activity change, % at 57.5 µM; in the data active = activity change below about -50%; inconclusive = mostly about -30% to -49%; also: % is scaled to controls: 0 for no effect and ±100 for the full control effect
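Secreted IL-1B measured by AlphaLISA bead assay after 16 h compound exposure of THP-1 cells; compounds (final up to 57.5 uM) added 1 h before LPS (250 ng/mL) and ATP (1.25 mM) stimulation; lower signal means less secretion.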
TGFb inhibitor – blocks TGF-b signaling | Potency, µM (doses to about 46.1 µM), for inactives: top-dose activity, negative = inhibition, most hits filed as inhibitors | HepG2 CAGA-GFP TGF-b/SMAD3 reporter, GFP fluorescence, 18 h; TGF-beta stimulated, 500 pg/mL final | 410,000 tested, 1.2% active; also: potency is read from the fitted curve at half-maximal effect; % is scaled to controls: 0 for no effect and ±100 for the full control effect; nearly all actives have a fitted effect of over 65% in size
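Using HEPG2 CAGA-GFP reporter cells at 1000 cells/well, we pinned test compounds, stimulated with recombinant TGF-beta (500 pg/mL final) and measured total well GFP after 18 h.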
Nrf2 ARE act – activators of Nrf2 (ARE) signaling. 410,000 tested, 0.31% active. AREc32 ARE-luciferase reporter (MCF7-derived line), luminescence, 24 h. Potency, µM (titrated, usually from 46.1 µM), for inactives: at the highest dose activation, hits mostly activators; also: potency is read from the fitted curve at half-maximal effect; % of control where 0% means no effect; nearly all actives have a fitted effect of over 65% in size
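Steps: seed AREc32_Fluc cells (1000/well, 5% FBS OPTI-MEM); incubate overnight at 37 deg C; add 23 nL compound; incubate 24 hr; add Steady-Glo; hold 30 min RT; read luminescence.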
ATXN2 expr inh – ATXN2 expression inhibition. HEK-293 ATXN2-luciferase reporter, luminescence, 24 h. Potency, µM (series often up to 57 µM), for the others: top-dose activity change, negative = inhibition, hits mostly inhibitors. 360,000 tested, 0.72% active; also: potency is read from the fitted curve at half-maximal effect; % is scaled to controls: 0 for no effect and ±100 for the full control effect; nearly all actives have a fitted effect of over 55% in size
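ATXN2-luciferase reporter cells (luciferase flanked by upstream and downstream ATXN2 gene portions) were treated 24 h at 37 °C with compounds at up to 57 uM. SteadyGlo luminescence gave expression; GF-AFC fluorescence gave viability.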
A549 viability – counter-screen for Nrf2 inhibitors: cytotoxicity in A549 cells; A549 ARE-Fluc cells, CellTiter-Fluor viability, 18-24 h; Potency, µM (highest dose often 46 µM), for inactives: top-dose activity change, negative = cytotoxicity, hits mostly inhibitors; 390,000 tested, 0.16% active; AID 504648; also: potency is read from the fitted curve at half-maximal effect; % is scaled to controls: 0 for no effect and ±100 for the full control effect
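A549 ARE-Fluc cells in 5% FBS OPTI-MEM, 5000 cells/well, rested 2 h then exposed to compounds in concentration-response for 18-24 h at 37 °C. Viability by CellTiter-Fluor fluorescence (Ex 405/Em 525) after 30 min; luciferase luminescence (BugLite, 15 min, RT) read afterwards.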
HepG2 tox – kills HepG2 cells in TGF-b inhibitor counter-screen. HepG2 CAGA-GFP viability, ATP luminescence, 18 h. Potency, µM (doses to about 46.1 µM), for inactives: at the top dose activity change, negative = cytotoxicity, hits mostly cytotoxic. 410,000 tested, 0.76% active; also: potency is read from the fitted curve at half-maximal effect; some results filed as inactive show a strong effect at the top dose
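CellTiter-Glo luminescence gave cytotoxicity after 18 hours at 37 degrees C. The cells were HepG2 CAGA-GFP in 1% FBS DMEM, stimulated with 500 pg/mL TGF-beta after compound addition. %Activity was normalised to no-cell wells (complete cell-killing) and DMSO (no toxicity), and curves were fitted and classified.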
ATXN viability – viability counter-screen for ATXN expression inhibitors | 400,000 tested, 0.49% active | AID 651635 | Potency, µM (doses to about 56.7 µM), usual class: cytotoxic | S2 cells (HEK-293 line with an ATXN2-luciferase reporter) viability, CellTiter-Fluor protease fluorescence, 24 h; also: potency is read from the fitted curve at half-maximal effect; nearly all actives have a fitted effect of over 40% in size
An asterisk follows results filed as active; i = inactive; ? = inconclusive; / = no result given; [ ] = another dose, or the depositor's remark. Unless noted, calls follow the shape of the dose curve; as a rule, active = well fitted curve in the direction sought with a large enough effect; inconclusive = small, poorly fitted or top-dose-only effect, or another doubt; inactive = no such curve, though single readings can be large; an effect the other way counts as inactive or inconclusive. An unsorted share of the library (roughly 8.8% active in at least one column).

mol | MCF10A rereplic | Nrf2 inh | IL1B secr inh | TGFb inhibitor | Nrf2 ARE act | ATXN2 expr inh | A549 viability | HepG2 tox | ATXN viability
N=c1n(CC(=O)c2cccc([N+](=O)[O-])c2)c2ccccc2n1Cc1ccccc1 | ? | -12.6% | -104.1* | -7.3% | ? | -7.6% | 3.7% | -33.5% | i
O=C(C1=C[C@H](c2coc3ccccc3c2=O)C[C@H](OCCCCO)O1)N1CCN(Cc2ccccc2)CC1 | -5.7% | -20.2% | -16.5 | 16.1% | -0.6% | -10.4% | -4.9% | 55.1% | i
Cc1ccc(OCC(=O)NNC(=O)c2cc(S(=O)(=O)N(C)C)ccc2N2CCCC2)cc1 | / | / | -19.7 | 3.3% | -0.7% | / | / | -0.4% | i
Clc1ccc(C(c2nnnn2C2CCCC2)N2CCSCC2)cc1 (stereo not given) | 20.6µM* | 4.6% | -62.5* | -0.1% | -0.6% | -1.8% | -1.1% | -18.7% | i
COc1ccc(NC(=O)c2c(F)cccc2F)cc1S(=O)(=O)Nc1ccc(Br)cc1 | ? | ? | -11.5 | ? | 5.3% | -32.7% | -12.2% | 4.4% | ?
COc1ccc(OCC(=O)N2CCN(S(=O)(=O)c3ccccc3[N+](=O)[O-])CC2)cc1 | -11.3% | -27.0% | 7.1 | -4.0% | -1.2% | -0.4% | -2.9% | 1.9% | i
C/C(=N\O)c1c(O)cc(-c2ccccc2)n(-c2ccccc2)c1=O | 1.5% | -1.8% | 26.5 | 18.2% | -0.7% | -2.6% | 0.3% | 14.0% | i
Cc1cc(C(=O)NCC(=O)OC(C)C(=O)N2CCOCC2)ccc1[N+](=O)[O-] (stereo not given) | 7.9% | -9.9% | -0.2 | -0.5% | -0.2% | 3.1% | 2.0% | -14.6% | i
c1ccc(OCc2nc3ccccc3[nH]2)cc1 | -0.7% | ? | 10.2 | -9.4% | 3.3% | 49.2%[activator] | / | -39.4% | i
CCOC(=O)Cc1csc(NC(=O)Cc2ccc([N+](=O)[O-])cc2)n1 | 4.5% | ? | 4.0 | 7.0% | -0.2% | -12.6% | 2.9% | 0.8% | i
CCOC(=O)C1CCCN(C(=O)c2cn(CC)c(=O)c3cc(OC)c(OC)cc23)C1 (stereo not given) | -0.7% | 0.1% | 3.3 | 2.9% | -0.5% | -4.7% | 0.0% | 3.4% | i
O=C(O)CCc1ccc(-c2ccc(Br)cc2)n1-c1ccc(O)cc1 | 2.0% | 3.3% | -10.9 | 0.0% | 5.2% | -7.1% | 3.8% | 6.1% | i
NC(=O)C1CCN(S(=O)(=O)c2ccc3c(c2)OCCO3)CC1 | 5.0% | -12.6% | 11.7 | -15.2% | -0.3% | 1.8% | 2.9% | -9.8% | i
Cc1ccsc1C1NC(=O)c2c(sc3c2CCN(C)C3)N1 (stereo not given) | -3.3% | 25.9% | -15.5 | 14.5% | 2.9% | 20.0% | 2.4% | -48.6% | i
COc1ccc(N(C(=O)CCl)C(C)(C(=O)Nc2c(C)cccc2C)c2ccccn2)cc1 (stereo not given) | -3.4% | 13.7% | 16.8 | -13.7% | 0.2% | -8.4% | -8.2% | 1.2% | i
O=S(=O)(Cc1cc(Sc2ccc(Cl)cc2)nc(-c2ccccc2)n1)c1ccccc1 | -3.7% | / | 3.1 | -5.5% | -0.4% | -16.1% | ? | 1.5% | i
COc1ccc(C(=O)NCc2cccs2)cc1S(=O)(=O)N1CCOCC1 | -0.3% | -2.0% | 9.9 | -1.1% | -0.6% | -3.3% | 2.8% | -2.2% | i
COc1ccc(OC)c(NC(=O)c2cnc3n(c2=O)CCS3)c1 | -4.8% | 4.4% | 4.9 | ? | 0.4% | -2.3% | -1.0% | -10.6% | i
Cc1ccc(-c2nc3ccccc3[nH]2)cc1NC(=S)NC(=O)c1ccccc1Br | 24.8% | 18.4µM* | -56.2* | ? | 2.2% | ? | ? | -11.6% | ?
CCCSc1ccc([C@H]2N[C@@](CC(C)C)(C(=O)OC)[C@H]3C(=O)N(C)C(=O)[C@@H]23)cc1 | ? | -0.4% | -21.4 | -2.8% | 0.1% | -6.2% | -0.7% | -14.4% | i
COc1cc(C2C(C(=O)Nc3ccccc3OC)=C(C)Nc3ncnn32)ccc1O (stereo not given) | 1.3% | 17.8% | 31.1 | -1.4% | -0.2% | 0.7% | -5.8% | -4.0% | i
Cc1ccccc1NC(=O)CSc1nc2ccc(Nc3nc(N4CCOCC4)nc(N4CCOCC4)n3)cc2s1 | ? | -21.6% | 0.0 | -21.4% | 0.5% | -26.8% | 5.2% | -13.9% | i
O=C(NC1CCCC1)C(c1ccc(Cl)cc1)N1CCc2ccccc21 (stereo not given) | -4.4% | 1.9% | 9.3 | ? | 8.6% | 3.5% | -0.1% | -7.0% | i
O=C(O)C1CCC(Cn2c(SCc3cc(=O)n4cc(Br)ccc4n3)nc3ccsc3c2=O)CC1 (stereo not given) | 1.3% | ? | 66.9 | 5.7% | 0.1% | -17.9% | -2.0% | -3.8% | i
Cc1cccc(NC(=O)c2ccc(Cn3cc(C(F)(F)F)ccc3=O)cc2)c1 | 22.4% | ? | -14.8 | ? | 1.9% | -17.0% | -2.6% | -18.9% | i
O=C(CN1C2CCC1CC(NC(=O)C1CC1)C2)NCc1ccccc1 (stereo not given) | 4.4% | 1.4% | 21.0 | 18.0% | -0.6% | -0.6% | 1.3% | -12.2% | i
CC(C)[C@H](NS(=O)(=O)c1ccccc1F)C(=O)NC1CCCCC1 | 0.0% | -10.9% | 8.4 | 1.3% | 0.5% | / | -1.9% | -0.9% | /
CCOc1ccc(-n2c(SCC(=O)Nc3ccc4c(c3)OCO4)nc3c(c2=O)SCC3)cc1 | 4.7% | ? | -1.2 | -3.9% | -0.8% | -31.9% | 1.2% | -11.2% | i
CCN(CC)C(=O)CSc1nc(O)c(Cc2ccccc2)c(=O)n1-c1ccc(C)cc1 | 0.1% | -5.4% | 22.2 | -2.8% | -0.1% | / | 0.9% | -16.7% | i
CCSc1nc2nn(-c3ccccc3)c(=O)c-2c2n1CCCCC2 | 11.9% | -33.9% | ? | -8.4% | -0.8% | -13.3% | -0.4% | 2.0% | i
Cn1nc(C(=O)Nc2nnc(C3CC3)s2)c2ccccc2c1=O | -27.6%[9.22 µM] | -9.5% | ? | -8.9% | 0.6% | -29.7% | 2.7% | -1.2% | i
CC(=O)Oc1ccc(N(C(C)=O)S(=O)(=O)c2ccc(C)cc2)c2ccccc12 | 6.1% | -7.3% | 34.5 | -29.7% | 0.1% | 26.7µM* | 1.0% | -36.4% | ?
COc1ccc(/C=C(\C#N)C(=O)NCCc2ccccc2)cc1OCc1ccccc1 | 2.2% | 5.9% | -24.9 | 8.7% | -0.5% | -3.7% | -1.4% | -10.2% | i
CCc1ccccc1NC(=O)Cc1ccc(-n2cccc2)cc1 | 18.5% | -11.1% | -20.2 | ? | 0.2% | 2.1% | 6.6% | 1.6% | i
CCOC(=O)C1CCN(C(=O)c2cccc(S(=O)(=O)N(CC)c3ccccc3)c2)CC1 | 3.9% | 4.1% | 31.0 | 5.5% | 0.2% | 7.1% | 20.7% | -11.5% | i
Cc1cc(C)c(NS(=O)(=O)c2ccc(NC(=O)c3cccs3)cc2)c(C)c1 | ? | ? | -7.1 | ? | 2.1% | 1.0% | -8.1% | -10.7% | ?
CCc1ccccc1NC(=O)CN(C)C(=O)COC(=O)c1ccccc1Cl | -2.1% | -3.6% | 5.1 | -2.6% | 0.7% | -0.8% | 2.5% | 0.0% | i
OCC[C@@H]1C[C@H](O)[C@@H](O)[C@@]2(CCc3ccccc3O2)O1 | -0.8% | 1.0% | 31.4 | 15.8% | 0.2% | 10.5% | 1.9% | -21.8% | i
Cc1cc(C)n2cc(CSCC(=O)O)nc2n1 | 0.3% | 9.7% | 29.4 | 2.5% | -0.7% | 14.2% | -3.4% | 8.9% | i
COc1ccc(C(O)c2nc(-c3ccc(C)c(C)c3)cs2)cc1 (stereo not given) | / | / | 63.4 | -14.9% | 3.2% | -1.8% | / | -36.1% | i
CC(C)Cc1nnc(NC(=O)CCC(=O)NCc2ccccc2Cl)s1 | -0.1% | 10.9% | 19.7 | -3.3% | 0.3% | -1.4% | 0.3% | 3.2% | i
CCOc1ccc(N2CC(C(=O)NNC(=O)c3ccc(F)cc3)CC2=O)cc1 (stereo not given) | -2.3% | ? | -0.1 | 2.4% | -0.9% | 2.7% | -1.1% | -2.4% | i
CN(Cc1ccccc1)C(=O)COC(=O)CCC(=O)c1ccc(F)cc1 | 0.8% | -20.2% | 19.5 | -12.0% | -0.4% | 0.5% | 1.4% | -8.6% | i
Cc1ccc(S(=O)(=O)NCC2CCC(C(=O)NC3CCCCC3)CC2)cc1 (stereo not given) | 6.1% | 12.1% | 27.9 | 31.6% | 0.4% | 11.7% | -3.2% | -14.4% | i

Exported as labelled records: part of the list above.
O=S(=O)(Cc1cc(Sc2ccc(Cl)cc2)nc(-c2ccccc2)n1)c1ccccc1
- MCF10A rereplic: -3.7%
- Nrf2 inh: /
- IL1B secr inh: 3.1
- TGFb inhibitor: -5.5%
- Nrf2 ARE act: -0.4%
- ATXN2 expr inh: -16.1%
- A549 viability: ?
- HepG2 tox: 1.5%
- ATXN viability: i
COc1ccc(C(=O)NCc2cccs2)cc1S(=O)(=O)N1CCOCC1
- MCF10A rereplic: -0.3%
- Nrf2 inh: -2.0%
- IL1B secr inh: 9.9
- TGFb inhibitor: -1.1%
- Nrf2 ARE act: -0.6%
- ATXN2 expr inh: -3.3%
- A549 viability: 2.8%
- HepG2 tox: -2.2%
- ATXN viability: i
COc1ccc(OC)c(NC(=O)c2cnc3n(c2=O)CCS3)c1
- MCF10A rereplic: -4.8%
- Nrf2 inh: 4.4%
- IL1B secr inh: 4.9
- TGFb inhibitor: ?
- Nrf2 ARE act: 0.4%
- ATXN2 expr inh: -2.3%
- A549 viability: -1.0%
- HepG2 tox: -10.6%
- ATXN viability: i
